High-throughput results from PubChem.
IDE act: IDE (human) activation, cell-based; 340,000 compounds, 0.073% hits; P14735; HEK cells, FAbeta-B cleavage, fluorescence polarization; 0% vehicle, 100% cell-free pure enzyme wells; activation, % at 5.96 µM;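 active means activation above the mean of all tested compounds plus 3 SD, set per screening campaign, cut at about 17% in these data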
Target sequence (P14735 whole entry, looked up): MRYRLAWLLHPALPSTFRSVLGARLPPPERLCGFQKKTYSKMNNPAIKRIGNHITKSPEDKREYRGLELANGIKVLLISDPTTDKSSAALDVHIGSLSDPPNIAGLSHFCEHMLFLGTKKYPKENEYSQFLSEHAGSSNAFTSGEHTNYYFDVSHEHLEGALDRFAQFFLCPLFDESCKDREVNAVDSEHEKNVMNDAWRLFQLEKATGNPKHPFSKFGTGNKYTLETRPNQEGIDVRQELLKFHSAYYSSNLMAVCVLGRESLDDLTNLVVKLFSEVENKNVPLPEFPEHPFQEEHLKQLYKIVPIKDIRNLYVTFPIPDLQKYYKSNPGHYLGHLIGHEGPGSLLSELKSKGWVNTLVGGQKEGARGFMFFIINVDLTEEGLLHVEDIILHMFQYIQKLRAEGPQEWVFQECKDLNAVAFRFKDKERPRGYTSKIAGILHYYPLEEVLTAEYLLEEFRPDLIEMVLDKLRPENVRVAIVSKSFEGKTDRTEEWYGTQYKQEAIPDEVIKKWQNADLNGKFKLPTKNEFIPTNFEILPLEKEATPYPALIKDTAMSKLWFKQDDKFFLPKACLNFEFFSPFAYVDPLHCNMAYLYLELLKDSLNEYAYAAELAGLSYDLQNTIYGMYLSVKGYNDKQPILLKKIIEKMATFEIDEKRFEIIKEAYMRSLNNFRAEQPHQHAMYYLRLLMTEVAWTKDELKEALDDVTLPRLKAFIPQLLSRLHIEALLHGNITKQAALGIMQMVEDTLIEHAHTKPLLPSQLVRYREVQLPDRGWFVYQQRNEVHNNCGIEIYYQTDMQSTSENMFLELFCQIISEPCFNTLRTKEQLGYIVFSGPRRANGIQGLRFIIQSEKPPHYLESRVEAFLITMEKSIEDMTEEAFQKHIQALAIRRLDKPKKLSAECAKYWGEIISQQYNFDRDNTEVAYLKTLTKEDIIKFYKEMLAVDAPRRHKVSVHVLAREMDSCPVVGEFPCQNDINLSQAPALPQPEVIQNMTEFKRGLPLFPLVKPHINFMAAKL
IDE inh: inhibits human insulin-degrading enzyme in HEK cells; FAbetaB cleavage, fluorescence polarization; inhibition, % at 5.59 µM; 320,000 compounds, 0.41% hits; AID 434962;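 active means percent inhibition above the average of all tested compounds plus 3 SD, set per screening campaign, cut at about 16% in these data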;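 further: IDE supplied by intact live HEK cells; FP after avidin binding of uncleaved biotin substrate so inhibition keeps polarization high; 0% = DMSO wells and 100% = 60 µM reference IDE inhibitor Ii1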
The depositor's hits bear a star. A portion of the library; the hit share may differ from the screen's.

SMILES | IDE act | IDE inh
COc1ccc(CNC(=O)COC(=O)c2ccc(S(=O)(=O)NCc3ccco3)cc2)cc1 | -3 | -3
CCCCN1CC(=O)N2[C@H]3c4ccc(OC)cc4OC[C@@H]3[C@H](C(=O)OCC)[C@]2(C)C1=O | -3 | 7
COc1ccc(NC(=O)COC(=O)CC2CCCCC2)cc1 | 4 | -3
COc1ccccc1NC(=O)C(C)OC(=O)CCSc1ccc(F)cc1 (stereo not given) | 7 | 1
O=C(Nc1cc2c3c(c1)CC(=O)N3CCC2)c1cccc(F)c1 | 0 | 6
O=C(NCc1ccc(F)cc1)C(=O)NCC1CCCN1S(=O)(=O)c1ccccc1 (stereo not given) | 7 | -1
COc1ccccc1-n1cnnc1SCC(=O)NC1CCCCC1 | 6 | -2
Cc1c(C(=O)OCC(=O)NCC2CCCO2)oc2ccccc12 (stereo not given) | 5 | 2
CC12CCC(=O)N1C(C(=O)NNC(=O)c1ccc(F)cc1)CS2 (stereo not given) | 5 | 5
O=C(O)c1cc(S(=O)(=O)NCCCN2CCCC2=O)ccc1Cl | 1 | -2
COc1ccc2noc3c2c1C(=O)c1ccccc1-3 | 38* | -21
CCc1noc(C)c1C(=O)OC(C)C(=O)Nc1cc([N+](=O)[O-])ccc1OC (stereo not given) | 5 | -1
Cc1ccccc1C(=O)NCC(=O)NNC(=O)c1cccc(Cl)c1 | 5 | -1
Cc1c(NC(=O)c2cccc(NC(=O)Cc3ccc(F)cc3)c2)c(=O)n(-c2ccccc2)n1C | 2 | -4
COc1cc2sc(-c3ccc(S(C)(=O)=O)cc3)c(C#CCO)c2cc1OC | 5 | 2
CCN(C[C@H]1N[C@@](CC)(C(=O)OC)[C@H]2C(=O)N(C)C(=O)[C@@H]12)S(=O)(=O)c1ccccc1 | 0 | 7
O=C(NC1CC1)C1=C[C@H](c2ccc(C(F)(F)F)cc2)C[C@H](OCCCCO)O1 | 5 | 6
Cc1ccc(-c2nc(CC(=O)Nc3cccc(S(=O)(=O)NC4=NCCC4)c3)cs2)cc1 | -2 | 5
NC(=O)c1ccc(NC(=O)COC(=O)c2ccc3c(c2)OCO3)cc1 | -4 | -2
O=Cc1ccc(C(=O)OCC(=O)NCc2ccco2)cc1 | 3 | 2
COc1ccc(-c2cc(=O)c3c(O)cc(O)cc3o2)cc1 | -2 | -1
CCN1C(=O)N[C@H](c2ccc(Br)cc2)C(C(=O)OC)=C1C | 5 | 3
COc1ccc(OC)c(-c2cc(C(=O)N/N=C/c3cc(OC)c(OC)cc3OC)c3ccccc3n2)c1 | 11 | 1
CCc1noc(C)c1C(=O)OCC(=O)Nc1nc(-c2ccc(F)c(F)c2)cs1 | -1 | 1
O=C(COC(=O)c1cc(S(=O)(=O)N2CCCC2)ccc1O)Nc1ccc(SC(F)F)cc1 | 8 | 2
Continuation:
SMILES | IDE act | IDE inh
COc1cc(/C=C/C(=O)OCC(=O)NCC(=O)Nc2cccc(C)c2C)ccc1OC(F)F | -4 | -1
COc1ccccc1C(=O)NC(=O)COC(=O)c1oc2ccccc2c1C | -1 | 1
CC(=O)c1c(C)[nH]c(C(=O)COC(=O)c2ccc(C)s2)c1C | 2 | 4
CC(=O)C[C@@H](O)CC(=O)[C@@H]1OC(=O)[C@@H](C)CCCCc2ccccc21 | 5 | -1
COc1ccc(NC(=O)N(C)C[C@H]2Oc3ccc(NC(=O)CCN4CCOCC4)cc3C(=O)N([C@@H](C)CO)C[C@H]2C)cc1 | 2 | 0
O=C(O)Cc1sc(Nc2cccc3ccccc23)nc1-c1ccccc1 | -8 | 6
O=C(NCc1cccc2ccccc12)c1cccs1 | -1 | 9
O=C(Nc1ccc(S(=O)(=O)Nc2nccs2)cc1)C(F)(F)F | 3 | 0
O=C(NCC(=O)N1CCCC(C(F)(F)F)C1)c1ccco1 (stereo not given) | -2 | 2
Cc1ccc(C)c(N2N=C(C(=O)OCc3nnc(-c4ccccc4)o3)CCC2=O)c1 | -4 | 2
CCCn1c(SCC(=O)NCC(=O)Nc2ccc(F)c(F)c2F)nc2ccccc2c1=O | 0 | -1
COc1ccc(-n2nnc3c(SCC(=O)N4CCCc5ccccc54)ncnc32)cc1 | 3 | 1
COc1ccc(-c2cccc(-c3nc4ccc(Cl)cn4c3NC3CCCCC3)c2)cc1 | 1 | -3
CC1CC(C)CN(C(=O)c2cc(S(=O)(=O)N3CCCCC3)ccc2Cl)C1 (stereo not given) | 3 | -1
O=C(NCc1ccco1)c1cc(-c2ccccc2)nn1CC1CC(c2cccnc2)=NO1 (stereo not given) | 2 | -3
CC(NC(=O)C1CCN(C(=O)c2cccs2)CC1)c1ccc(S(N)(=O)=O)cc1 (stereo not given) | 3 | 2
CC(SC1=Nc2ccccc2C2CC=NN12)C(=O)NC1(C#N)CCCCC1 (stereo not given) | 7 | -3
Cc1ccc(NC(=O)C2CC2)cc1S(=O)(=O)N1CCOCC1 | 2 | 3
O=C(COC(=O)c1ccccc1)NC12CC3CC(CC(C3)C1)C2 | -2 | -2
O=C(CN1C(=O)NC2(CCCCC2)C1=O)N1CCN(C(=O)c2cccs2)CC1 | 1 | 0
O=C(COc1ccc(Cl)c2cccnc12)N1CCOCC1 | 0 | 4
COc1cccc(NC(=O)CSc2cccc[n+]2[O-])c1 | 2 | 8
O=C(CCNC(=O)c1ccc(Cl)cc1)NC1CCCc2ccccc21 (stereo not given) | -4 | -4
O=C(COC(=O)Cc1ccc(F)cc1)Nc1ccc2[nH]c(=O)[nH]c2c1 | 1 | 2
COc1ccccc1CN(C)C(=O)CN1CCN(CC(=O)Nc2ccccc2Cl)CC1 | 0 | 7
Continuation:
SMILES | IDE act | IDE inh
CN(CC(=O)Nc1ccccc1C(F)(F)F)C(=O)CSCc1ccccc1 | 2 | -3
O=C(NC1CCC(O)CC1)c1ccc(-c2ccc(Cl)cc2)o1 (stereo not given) | 4 | 2
O=C(NN=Cc1ccc(F)cc1)c1cccc(S(=O)(=O)N2CCCC2)c1 | 1 | -3
O=C(NCCO)C(=O)NCC1CCCN1S(=O)(=O)c1cccs1 (stereo not given) | 2 | 2
CCCCCOc1ccc(C(=O)Nc2ccc(N3CCOCC3)cc2N2CCOCC2)cc1 | 6 | -3
CC1(C)CC(NC(=O)c2cc(S(=O)(=O)N3CCOCC3)ccc2Cl)CC(C)(C)N1 | 5 | -2
NC(=O)C1CCN(C(=O)c2cc(-c3ccc(Cl)cc3)nc3ccccc23)CC1 | 4 | 0
C=CCN(Cc1cccs1)C(=O)COc1ccc2c(c1)OCO2 | 5 | -9
CCOc1ccccc1C(=O)OCC(=O)Nc1cc(S(=O)(=O)N2CCOCC2)ccc1C | 4 | 0
CC1(C)CC[C@]2(C(=O)O[C@@H]3OC(CO)[C@@H](O)[C@H](O)[C@H]3O)CC[C@]3(C)C(=CCC4[C@@]5(C)CC[C@H](O[C@@H]6OC(C(=O)O)[C@@H](O)[C@H](O)[C@H]6O)C(C)(C)C5CC[C@]43C)[C@@H]2C1 (stereo not given in full) | 2 | -4
Cc1ccc(S(=O)(=O)N2CCOCC2)cc1NC(=O)CSc1nnc(NC2CC2)s1 | 0 | 4
COc1ccc(NC(=O)CSc2nc(C)cs2)c([N+](=O)[O-])c1 | -4 | -2
O=C(COC(=O)c1ccccc1SCC(=O)N1CCCC1)NC1CCS(=O)(=O)C1 (stereo not given) | 1 | -2
COc1cccc(NC(=O)CN(C)C(=O)C2CC3C=CC2C3)c1 (stereo not given) | 1 | 3
Cc1cccc(S(=O)(=O)Nc2ccc(-c3ccc4nncn4n3)cc2)c1 | 0 | -3
CCN(c1ccccc1)S(=O)(=O)c1ccc(N2CCN(c3ccc(O)cc3)CC2)nc1 | -6 | 1
O=C(COC(=O)c1ccc(CN2CCCC2=O)cc1)Nc1ccc(F)cc1 | 2 | 1
CCOc1ccc(C(=O)NCC(=O)Nc2ccncc2)cc1OCC | -4 | 5
O=C1COc2ccc(C(=O)COC(=O)c3c(F)cccc3Cl)cc2N1 | 5 | 0
Cc1c(C(=O)N(CC(C)C)c2c(N)n(Cc3ccccc3)c(=O)[nH]c2=O)sc2nc3n(c(=O)c12)CCC3 | 1 | 1
COc1ccc(NC(=O)CSCC(=O)Nc2nnc(C)s2)cc1 | 4 | 3
C[C@H](CO)N1C[C@H](C)[C@@H](CN(C)Cc2ccncc2)Oc2c(NC(=O)C3CC3)cccc2C1=O | 5 | -2
CN(CC(=O)Nc1ccc(Cl)c(C(F)(F)F)c1)C(=O)C1CC(=O)N(Cc2ccco2)C1 (stereo not given) | 7 | 0
C[C@H](CO)N1C[C@H](C)[C@@H](CN(C)S(=O)(=O)c2cccs2)Oc2ccc(NC(=O)Nc3ccc(C(F)(F)F)cc3)cc2C1=O | -9 | 6
Cc1ccc(NS(=O)(=O)c2cccc(C(=O)N(C)Cc3cccs3)c2)cc1 | 7 | 1

Reprinted from above, 14 compounds:
SMILES | IDE act | IDE inh
COc1ccc(NC(=O)CSc2nc(C)cs2)c([N+](=O)[O-])c1 | -4 | -2
O=C(COC(=O)c1ccccc1SCC(=O)N1CCCC1)NC1CCS(=O)(=O)C1 (stereo not given) | 1 | -2
COc1cccc(NC(=O)CN(C)C(=O)C2CC3C=CC2C3)c1 (stereo not given) | 1 | 3
Cc1cccc(S(=O)(=O)Nc2ccc(-c3ccc4nncn4n3)cc2)c1 | 0 | -3
CCN(c1ccccc1)S(=O)(=O)c1ccc(N2CCN(c3ccc(O)cc3)CC2)nc1 | -6 | 1
O=C(COC(=O)c1ccc(CN2CCCC2=O)cc1)Nc1ccc(F)cc1 | 2 | 1
CCOc1ccc(C(=O)NCC(=O)Nc2ccncc2)cc1OCC | -4 | 5
O=C1COc2ccc(C(=O)COC(=O)c3c(F)cccc3Cl)cc2N1 | 5 | 0
Cc1c(C(=O)N(CC(C)C)c2c(N)n(Cc3ccccc3)c(=O)[nH]c2=O)sc2nc3n(c(=O)c12)CCC3 | 1 | 1
COc1ccc(NC(=O)CSCC(=O)Nc2nnc(C)s2)cc1 | 4 | 3
C[C@H](CO)N1C[C@H](C)[C@@H](CN(C)Cc2ccncc2)Oc2c(NC(=O)C3CC3)cccc2C1=O | 5 | -2
CN(CC(=O)Nc1ccc(Cl)c(C(F)(F)F)c1)C(=O)C1CC(=O)N(Cc2ccco2)C1 (stereo not given) | 7 | 0
C[C@H](CO)N1C[C@H](C)[C@@H](CN(C)S(=O)(=O)c2cccs2)Oc2ccc(NC(=O)Nc3ccc(C(F)(F)F)cc3)cc2C1=O | -9 | 6
Cc1ccc(NS(=O)(=O)c2cccc(C(=O)N(C)Cc3cccs3)c2)cc1 | 7 | 1

Next compounds follow:
SMILES | IDE act | IDE inh
COc1cc2sc(-c3ccccc3OC)c(-c3ccc(OCCN4CCCCC4)cc3)c2cc1OC | 4 | -3
COc1ccc(S(=O)(=O)Nc2c(O)ccc3ccccc23)cc1OC | 0 | 6
COCCN(C(=O)COC(=O)c1ccc2c(c1)OCCO2)c1c(N)n(Cc2ccccc2)c(=O)[nH]c1=O | 4 | -7
CCOc1ccc(C(=O)NCC(=O)OCCN2C(=O)c3ccccc3C2=O)cc1OCC | -1 | 0
CC1CN(C(=O)c2ccc(NS(=O)(=O)c3ccc(F)c(F)c3)cc2)CC(C)O1 (stereo not given) | 1 | 1
CC1CC(C)CN(C(=O)COC(=O)c2cncc(Br)c2)C1 (stereo not given) | 1 | 1
CCCN(CC(=O)Nc1ccc(F)c(F)c1F)C(=O)c1ccc(N2CCCC2=O)cc1 | 3 | -4
Cc1ccc(S(=O)(=O)N(C)C[C@@H]2Oc3ccc(NC(=O)Cn4cnnn4)cc3C(=O)N([C@@H](C)CO)C[C@H]2C)cc1 | 2 | 5
Cc1cnc(C(=O)OCC(=O)Nc2cccc3ccccc23)cn1 | 3 | 1
O=C(COC(=O)c1c(Cl)cccc1Cl)NCc1cccs1 | 0 | 0
CC(=O)N1CCN(C(=O)c2cccc(NS(=O)(=O)c3ccc(Br)cc3)c2)CC1 | 1 | -4
Cc1nc2ccccc2c(=O)n1-c1cccc(NS(=O)(=O)c2ccccc2)c1 | 1 | 0
O=C(N[C@H]1C/C=C\C[C@@H](CC(=O)N(CCO)Cc2ccccc2)C(=O)N2CCC[C@@H]2COC1=O)OCC1c2ccccc2-c2ccccc21 | 1 | -1
CCCCCCCCN1[C@@H](CC(C)=O)c2cc(C(F)(F)F)ccc2S1(=O)=O | 0 | -3
C[C@@H](NC(=O)c1[nH]cnc1C(=O)Nc1nccs1)c1ccccc1 | 3 | 1
O=C1CN(C(=O)COC(=O)c2ccc(Br)o2)c2ccccc2N1 | 3 | 2
O=C(Nc1cccc(F)c1)C1CCCN(C(=O)c2ccc(Cl)cc2)C1 (stereo not given) | 2 | 0
COc1ccc(C(C)(C)C)cc1NC(=O)C1=CC=CN2CCS(=O)(=O)N=C12 | 1 | 3
CCCCc1ccc(NC(=O)CSc2nc(=O)n(CCN(CC)CC)c3c2CCC3)cc1 | 8 | 0
C[C@H]1O[C@@H](O[C@H]2CC[C@@]3(C)C(CC[C@]4(C)C3C=C[C@]35OC[C@@]6(CCC(C)(C)C[C@H]63)[C@@H](O)C[C@]54C)[C@]2(C)CO)[C@H](O)[C@@H](O[C@@H]2O[C@H](CO)[C@@H](O)[C@H](O)[C@H]2O)[C@H]1O (stereo not given in full) | 6 | -1
CCCC(=O)Nc1ccc(C(=O)COC(=O)C2CC2)cc1 | -2 | 2
CC1CN(C(=O)c2ccc(Br)c(S(=O)(=O)N3CCOCC3)c2)CC(C)O1 (stereo not given) | 2 | 1
O=C1C=C(N2CCOCC2)CCC1 | 6 | 0
CN(CC(=O)Nc1ccc(F)cc1)C(=O)CSc1ncccn1 | 7 | -1
CCOc1ccccc1Nc1nnc(SCC(=O)NC2CC2)s1 | 3 | 0
Cc1ccc(-c2nc(CCNC(=O)c3ccco3)cs2)cc1 | 3 | 0
CCn1c(SCC(=O)c2c(N)n(C3CC3)c(=O)[nH]c2=O)nc2cc(S(N)(=O)=O)ccc21 | 2 | -2
OCC[C@@H]1C[C@H](O)[C@@H](O)[C@@]2(CCCCO2)O1 | 5 | -1
O=C(COC(=O)/C=C/c1ccccc1)NCc1ccc2c(c1)OCO2 | 1 | -2
